# M5 PAM: human M5 muscarinic receptor positive allosteric modulators, primary screen, CHO-K1 cells, Fluo-8 calcium fluorescence; Muscarinic acetylcholine receptor M5 (Homo sapiens), P08912; CHO-K1 hM5, ACh EC20 PAM; 0% = ACh EC20, 100% = ACh EC100; activation, % at 3 µM; 360,000 tested, 0.3% active; AID 624038, 2012;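 active = activation above the run cutoff, the mean activation of all test compounds plus 3 SD, cut at about 18% in these data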
# Target sequence (P08912 whole entry, looked up): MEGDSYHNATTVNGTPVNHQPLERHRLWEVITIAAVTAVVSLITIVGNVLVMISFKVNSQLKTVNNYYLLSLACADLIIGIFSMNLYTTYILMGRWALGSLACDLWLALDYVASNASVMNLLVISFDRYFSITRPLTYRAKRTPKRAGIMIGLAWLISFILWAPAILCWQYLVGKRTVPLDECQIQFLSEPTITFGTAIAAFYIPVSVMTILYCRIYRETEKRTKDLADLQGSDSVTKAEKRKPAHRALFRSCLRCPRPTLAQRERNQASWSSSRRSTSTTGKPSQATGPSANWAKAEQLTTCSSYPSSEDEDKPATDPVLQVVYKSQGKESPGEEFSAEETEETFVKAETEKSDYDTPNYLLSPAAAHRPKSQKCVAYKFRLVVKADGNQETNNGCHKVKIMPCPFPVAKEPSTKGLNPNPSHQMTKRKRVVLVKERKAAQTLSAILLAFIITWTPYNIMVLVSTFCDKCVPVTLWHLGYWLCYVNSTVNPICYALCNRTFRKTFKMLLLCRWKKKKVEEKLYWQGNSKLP
#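 System – CHO-K1 hM5 cells · Compound – 3 µM, single dose · Incubation – compound preincubation 140 s before EC20 acetylcholine addition · Technique – Fluo-8 calcium fluorescence · Measure – Max/basal fluorescence ratio as % of EC20–EC100 ACh window · Benchmarks – low control EC20 acetylcholine (0%), high control EC100 acetylcholine (100%) · Replication – singlicate, one well per test compound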
# TAAR1 ag: human TAAR1 agonists, primary screen, Fluo-8 calcium fluorescence, CHO RD-HGA16 cells. Trace amine-associated receptor 1 (Homo sapiens), Q96RJ0. vehicle wells 0%, saturating PEA agonist 100%. activation, % at 3 µM. 360,000 tested, 0.99% active. AID 624467, 2012;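 active = activation above the mean activation of all test compounds in the run plus 3 SD, cut at about 38% in these data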
#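 Test system: RD-HGA16 (CHO) cells co-expressing Gα16 and hTAAR1 | Doses: Single dose, 3 µM | Schedule: 17-24 h seeding, 75 min 37 °C dye, 30 min RT | Evaluation: % activation from peak over basal fluorescence ratio, DMSO-to-PEA scaled | Technique: Kinetic Fluo-8 calcium fluorescence | Benchmarks: Low control DMSO, high control PEA (EC100)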
# CHRM4 agonist: human M4 muscarinic receptor agonists, primary screen, CHO-K1 cells, Fluo-8 calcium fluorescence | CHO-K1 hM4/Gqi5; vehicle 0%, full acetylcholine response 100% | activation, % at 3 µM | 360,000 tested, 0.14% active | AID 624127, 2012;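 active = activation above the run mean over all test wells plus 3 SD, cut at about 32% in these data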;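 also: peak over basal fluorescence ratio per well then scaled between controls; 0% = DMSO wells and 100% = acetylcholine at EC100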
# M1 PAM: human M1 muscarinic receptor positive allosteric modulators, primary screen, CHO-K1 cells, Fluo-8 calcium fluorescence, 1536-well; CHO-K1 hM1, ACh EC20; 0% = ACh EC20, 100% = maximal ACh; activation, % at 3 µM; 360,000 tested, 0.088% active; in the data active = activation above about 19%, passing the limit was not always enough
# Target sequence (P11229 whole entry, looked up): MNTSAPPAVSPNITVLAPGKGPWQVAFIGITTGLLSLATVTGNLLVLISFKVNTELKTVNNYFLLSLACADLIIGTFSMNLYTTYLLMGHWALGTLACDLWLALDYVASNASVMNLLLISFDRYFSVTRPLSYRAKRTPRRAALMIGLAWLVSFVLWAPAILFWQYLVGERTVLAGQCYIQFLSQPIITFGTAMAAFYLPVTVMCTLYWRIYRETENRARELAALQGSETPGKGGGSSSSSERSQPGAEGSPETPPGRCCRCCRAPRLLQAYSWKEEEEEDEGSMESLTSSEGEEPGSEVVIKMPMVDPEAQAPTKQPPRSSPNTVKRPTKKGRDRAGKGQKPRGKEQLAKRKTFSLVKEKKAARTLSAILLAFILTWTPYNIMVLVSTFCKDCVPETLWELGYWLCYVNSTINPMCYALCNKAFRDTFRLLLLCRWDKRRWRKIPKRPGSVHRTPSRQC
# M1 antag: human M1 muscarinic receptor antagonists, primary screen, CHO-K1 cells, Fluo-8 calcium fluorescence, 1536-well; CHO-K1 hM1, ACh EC80 antagonist; inhibition, % at 3 µM; 360,000 tested, 1.3% active;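 active = percent inhibition above its own plate's cutoff, namely the mean of that plate's compound wells plus 3 SD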;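 also: peak over basal fluorescence ratio during 140 s after agonist addition; 0% = ACh EC80 plus DMSO and 100% = DMSO alone without agonist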
# M4 antag: human M4 muscarinic receptor antagonists, primary screen, CHO cells, Fluo-8 calcium fluorescence. AID 624125, 2012. 360,000 tested, 0.73% active. Muscarinic acetylcholine receptor M4 (Homo sapiens), P08173. inhibition, % at 3 µM. CHO-hM4 cells, ACh EC80;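 active = inhibition above its plate's cutoff, the mean inhibition of sample wells plus 3 SD, cut at about 27% in these data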;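 also: 0% = acetylcholine EC80 with DMSO and 100% = DMSO without agonist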
# M5 antag: human M5 muscarinic receptor antagonists, primary screen, CHO cells, Fluo-8 calcium fluorescence | CHO-hM5 cells, ACh EC80 | inhibition, % at 3 µM | 360,000 tested, 0.59% active;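 active = inhibition above a per-plate cutoff, the mean of that plate's test compounds plus 3 SD, cut at about 27% in these data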;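 also: 0% = acetylcholine EC80 with DMSO and 100% = DMSO without agonist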
# M1 ag: human M1 muscarinic receptor agonists, primary screen, Fluo-8 calcium fluorescence, CHO-K1 cells, HTS; CHO-K1 hM1, agonist mode; 0% DMSO, 100% acetylcholine EC100; Muscarinic acetylcholine receptor M1 (Homo sapiens), P11229; 360,000 tested, 0.33% active; AID 588814, 2011; activation, % at 3 µM;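 active = activation above the run's mean compound activation plus 3 SD, cut at about 16% in these data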;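 also: peak over basal fluorescence ratio within a 140 s kinetic read after compound addition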
# M5 ag: human M5 muscarinic receptor agonists, primary screen, CHO-K1 cells, Fluo-8 calcium fluorescence; 360,000 tested, 0.19% active; AID 624037, 2012; CHO-K1 hM5 cells; 0% DMSO wells, 100% maximal acetylcholine response; activation, % at 3 µM;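 active = activation above the run's mean over test compounds plus 3 SD, cut at about 23% in these data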;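 also: signal is peak over basal fluorescence ratio across the kinetic read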
# An asterisk follows results filed as active; · = not tested or not shown. The list is partial; the hit share may differ from the screen's.
SMILES,M5 PAM,TAAR1 ag,CHRM4 agonist,M1 PAM,M1 antag,M4 antag,M5 antag,M1 ag,M5 ag
O=C(NCc1ccco1)C1CCCN1S(=O)(=O)c1ccccc1C(F)(F)F (stereo unspecified),11,0,-1,6,-21,9,-7,-3,-1
CCc1ccccc1Nc1nc(N)nc(COC(=O)C2=COCCO2)n1,-8,4,0,7,-3,5,15,-2,5
COc1ccc(C(=O)N=c2sc3ccccc3n2C)cc1,7,-2,1,10,-7,1,8,-3,0
O=C(O)c1cccc2c1Cc1cc([N+](=O)[O-])ccc1-2,-7,1,0,7,-14,-6,7,-1,0
C=Cn1cc(CNC[C@H]2O[C@@H](n3cc(C)c(=O)[nH]c3=O)C[C@@H]2O)c(C)n1,0,0,1,-10,8,-3,0,-2,0
CN(C)C(CNC(=O)c1ccc(NS(=O)(=O)c2ccc(F)c(F)c2)cc1)c1ccccc1 (stereo unspecified),6,5,1,-4,1,1,0,-7,-6
CS(=O)(=O)N1CCN(C(=O)c2cc(-c3cccnc3)nc3ccc(Br)cc23)CC1,-9,18,4,-6,7,-13,-7,-4,0
COc1ccc(/C(C)=N/NC(=O)Cc2c(C)nc(C)[nH]c2=O)cc1,-2,6,1,8,7,0,7,1,0
CCC(C)(C)NC(=O)c1cc([N+](=O)[O-])ccc1N1CCCCC1,-4,9,-2,2,4,4,7,-8,-5
O=C(NCc1ccncc1)C(=O)Nc1ccc2c(c1)OCO2,2,4,1,10,-15,9,10,-3,-2

# Profiles from above. Values in the order: M5 PAM	TAAR1 ag	CHRM4 agonist	M1 PAM	M1 antag	M4 antag	M5 antag	M1 ag	M5 ag
# Entry for CS(=O)(=O)N1CCN(C(=O)c2cc(-c3cccnc3)nc3ccc(Br)cc23)CC1 : -9	18	4	-6	7	-13	-7	-4	0
# Entry for CCc1ccccc1Nc1nc(N)nc(COC(=O)C2=COCCO2)n1 : -8	4	0	7	-3	5	15	-2	5
# Entry for O=C(O)c1cccc2c1Cc1cc([N+](=O)[O-])ccc1-2 : -7	1	0	7	-14	-6	7	-1	0
# Entry for CN(C)C(CNC(=O)c1ccc(NS(=O)(=O)c2ccc(F)c(F)c2)cc1)c1ccccc1 (stereo unspecified) : 6	5	1	-4	1	1	0	-7	-6
# Entry for O=C(NCc1ccncc1)C(=O)Nc1ccc2c(c1)OCO2 : 2	4	1	10	-15	9	10	-3	-2

# (cont.)
SMILES,M5 PAM,TAAR1 ag,CHRM4 agonist,M1 PAM,M1 antag,M4 antag,M5 antag,M1 ag,M5 ag
Cc1cc2cc(CCNC(=O)c3cccc([N+](=O)[O-])c3)c(=O)[nH]c2cc1C,-16,18,12,-2,10,-1,19,-7,-1
CCCn1c(SCC(=O)NC(=O)NCc2ccccc2)n[nH]c1=O,5,1,1,-1,0,10,1,-4,2
c1ccc(-c2ccc(CN3CCN(c4ncccn4)CC3)cc2)cc1,-7,13,-1,-15,15,4,12,-6,-4
Cc1nnc(NC(=O)CSc2ccc3nnc(-c4ccccn4)n3n2)s1,7,9,1,5,-10,-1,-5,-7,-4
c1ccc(Cn2nnc3c(N4CCN(Cc5ccc6c(c5)OCO6)CC4)ncnc32)cc1,-12,2,0,-9,10,1,10,-7,-4
CN(c1ccc(OCC(=O)N2CCOCC2)cc1)S(=O)(=O)c1ccc(Cl)cc1,1,1,4,5,-2,8,2,-1,1
COc1ccc(C(=O)NCc2nnc(SCC(=O)NCc3ccco3)o2)cc1OC,11,5,0,17,-14,-5,-3,1,-1
Cc1cccc(N(C)C(=O)c2cc3cc4ccc(C)cc4nc3o2)c1,3,10,1,8,-11,-1,-1,-4,-6
Cc1ccc(OCCNC(=O)CCNS(=O)(=O)c2ccc3ccccc3c2)cc1,1,-3,4,7,9,-9,-10,0,-2
CCOC(=O)c1ccc(N=C2C(=S)N(c3ccc(C(=O)OCC)cc3)C(=N)N2/N=C/c2ccccc2)cc1,-20,36,1,-21,99*,99*,87*,-5,-7
COc1ccc(C(=O)N(CCN2CCOCC2)CC(=O)NC2CCCC2)cc1OC,-1,8,0,8,-6,-6,8,-1,0
Cc1ccc(C)c(N2C(=O)CN=C2Nc2ccccc2Cl)c1,14,3,1,18,-39,0,-12,-2,0
CC(=O)N(C(C)=O)C1=C(C#N)C2(CCCCC2)Cc2ccccc21,1,13,0,7,-40,-1,0,-6,-2
CCC(C)NC(=O)Cn1c(COc2ccc(Cl)cc2Cl)nc2ccccc21 (stereo unspecified),1,2,0,8,-5,-8,-4,-4,-2
CC(=O)Nc1ccc(N(C(=O)CNC(=O)c2ccco2)C(C(=O)NCc2ccco2)c2ccccc2F)cc1 (stereo unspecified),-9,-1,0,-8,11,1,13,-3,-1
CCOC(=O)Cc1nnc(NC(=O)C(CC)Sc2nncn2C)s1 (stereo unspecified),-4,0,0,4,-5,0,2,1,3
CCCn1c(SC(C)C(=O)NCC2CCCO2)nc2cc(Cl)ccc2c1=O (stereo unspecified),-4,3,1,-3,10,-2,3,-5,1
Cc1ccc(NC(=O)CSc2ccccc2NC(=O)c2ccccc2Cl)cc1Cl,3,8,0,8,-2,2,-3,-6,0
COc1cc2nc(/C=C/c3ccc(N(C)C)cc3)sc2cc1SC,-2,101*,9,-1,9,-5,5,1,6
Nc1nc(N)nc(-c2ccccc2-c2nc(N)nc(N)n2)n1,-1,1,0,4,-7,-21,3,-4,-2
Cc1onc(-c2c(F)cccc2Cl)c1C(=O)Nc1nnc(-c2ccccc2)s1,0,6,1,12,-17,1,1,-1,2
CC1(c2ccccc2)NC(=O)N(CC(=O)Nc2ccccc2N2CCCCC2)C1=O (stereo unspecified),0,24,13,6,-3,-3,6,22*,18
O=C(CCC1CCCC1)NCCCN1CCOCC1,6,4,0,3,5,5,-4,-4,-1
Oc1cccnc1CN1CCOCC1,0,2,0,1,-3,-9,10,-2,2
O=C(COc1ncnc2ccccc12)NCc1ccco1,-3,6,0,7,-1,-11,6,-2,0
C/C(=N\NC(=O)c1cc(-c2ccc(C)s2)[nH]n1)c1ccncc1,-2,3,0,1,-3,10,11,-2,-2
COc1ccccc1NC(=O)C(=O)Nc1ccccn1,1,9,22,-2,3,2,-3,-2,4
CC12CCC(=O)N1C(C(=O)Nc1ccc(F)c(Cl)c1)CS2 (stereo unspecified),1,2,2,2,-1,0,-6,-4,0
CCCc1cc(=O)[nH]c(N/N=C/C=C\c2ccccc2)n1,4,0,0,4,2,3,7,-10,-5
CC(C(=O)c1ccc(-c2ccccc2)cc1)[n+]1cccc(NC(=O)c2ccccc2)c1 (stereo unspecified),-7,3,0,-25,50*,22,12,-9,-19
Cc1ccc(Cn2c(C)c(C(=O)NCC(C)C)sc2=O)cc1,-3,-1,3,2,-3,-9,-2,-5,0
COc1ccc(NC(=O)C2CC(=O)N(c3cccc(C)c3C)C2)cc1 (stereo unspecified),3,6,1,9,-5,-10,-6,-1,1
CCc1ccc(C2CC(c3ccc(F)cc3)Nc3nc(N)nn32)cc1 (stereo unspecified),1,11,7,11,-6,-1,-2,4,8
CC(C)(C)C(=O)NC1=NCCS1,0,12,1,1,-27,7,-2,0,-2
Nc1ccc(-c2nc3ccc(C(=O)O)cc3s2)cc1,-6,7,0,12,-2,-1,-10,-12,0
COc1ccc(S(=O)(=O)N(Cc2ccccc2)c2ccccc2C(=O)N2CCOCC2)cc1,1,-4,3,6,-8,-3,1,-6,-4
O=C(C1CCN(c2ncnc3c2nc2n3CCCCC2)CC1)N1CCN(c2ccc(F)cc2)CC1,1,2,6,-7,-1,5,2,30*,0
COc1cccc(NC(=O)CSc2nc3c(oc4ccccc43)c(=O)[nH]2)c1,0,14,0,8,-3,-12,-2,0,3
Cc1cccc(-n2nc3c([n+]2[O-])CCc2nonc2-3)c1C,-1,2,0,12,-5,5,5,-8,-2
CCCCN(C1CCS(=O)(=O)C1)S(=O)(=O)c1ccc(C(C)C)cc1 (stereo unspecified),-7,-2,0,3,-7,-28,3,-4,-6

# Given with two lines to a compound: entries from further up
# Values in the order: M5 PAM	TAAR1 ag	CHRM4 agonist	M1 PAM	M1 antag	M4 antag	M5 antag	M1 ag	M5 ag
CCc1ccc(C2CC(c3ccc(F)cc3)Nc3nc(N)nn32)cc1 (stereo unspecified)
    1	11	7	11	-6	-1	-2	4	8
Nc1ccc(-c2nc3ccc(C(=O)O)cc3s2)cc1
    -6	7	0	12	-2	-1	-10	-12	0
CC(C)(C)C(=O)NC1=NCCS1
    0	12	1	1	-27	7	-2	0	-2

# 4 entries from above, ordered by SMILES length, falling.
SMILES,M5 PAM,TAAR1 ag,CHRM4 agonist,M1 PAM,M1 antag,M4 antag,M5 antag,M1 ag,M5 ag
O=C(C1CCN(c2ncnc3c2nc2n3CCCCC2)CC1)N1CCN(c2ccc(F)cc2)CC1,1,2,6,-7,-1,5,2,30*,0
COc1ccc(NC(=O)C2CC(=O)N(c3cccc(C)c3C)C2)cc1 (stereo unspecified),3,6,1,9,-5,-10,-6,-1,1
Cc1cccc(-n2nc3c([n+]2[O-])CCc2nonc2-3)c1C,-1,2,0,12,-5,5,5,-8,-2
Nc1ccc(-c2nc3ccc(C(=O)O)cc3s2)cc1,-6,7,0,12,-2,-1,-10,-12,0

# Continued:
SMILES,M5 PAM,TAAR1 ag,CHRM4 agonist,M1 PAM,M1 antag,M4 antag,M5 antag,M1 ag,M5 ag
CCOc1ccc(NC(=O)C2CCN(S(=O)(=O)c3ccc4c(c3)NC(=O)C(C)S4)CC2)cc1 (stereo unspecified),-9,4,13,-6,16,17,9,-1,-3
O=C(NC1CC1)C1CCN(c2ccc(S(=O)(=O)N3CCOCC3)cc2)CC1,-7,·,2,1,-4,-2,6,-3,1
O=C(Cc1ccc(Cl)cc1)NCCN1CCCC1,-12,7,1,2,-8,-12,-7,-6,-14
O=C(c1ccccc1)N1N=C(c2ccccc2O)CC1c1ccc(Br)cc1 (stereo unspecified),16,1,1,16,-12,-8,-6,-1,-2
CCOc1ccc(-c2nc(N)ncc2Oc2ccc(OC)cc2)c(O)c1,-3,3,0,-4,-8,-3,-3,-4,-3
